High-throughput results (PubChem BioAssay)
Calpain2 inh – inhibitors of pig calpain II, primary screen, biochemical, fluorogenic peptide substrate, 1536-well | purified calpain II, 30 min | inhibition, % at 16 µM | 0.37% of 220,000 active | AID 1236, 2008;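 active = inhibition above about 50%, limit read from the data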
p47phox inh – p47phox/p22phox peptide binding inhibitors, primary screen, biochemical, uHTS, NADPH oxidase regulatory subunit; Neutrophil cytosol factor 1 (Homo sapiens), P14598; fluorescence polarization, 2 h; inhibition, % at 24.7 µM; 0.53% of 220,000 active; AID 1274, 2008;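 active = inhibition above about 30%, limit read from the data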;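 note: 0% = p47phox with labelled peptide and 100% = labelled peptide alone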
Runt-SMMHC FRET – inhibitors of RUNX1 Runt–CBFb-SMMHC binding, primary screen, biochemical, FRET, Cerulean-Runt, Venus-CBFb-SMMHC, uHTS; inhibition, % at 20 µM; AID 1434, 2008; Cerulean-Runt/Venus-CBFb-SMMHC FRET ratio 530/480, 1 h; Runt-related transcription factor 1 (Homo sapiens) + Core-binding factor subunit beta …; 0.74% of 220,000 active;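 active = mean inhibition across duplicate retests at 20 µM reaching about 50%, limit read from the data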;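 note: 0% = DMSO wells and 100% = wells with excess untagged CBFb-SMMHC; inhibitors lower the FRET ratio by blocking Runt binding to CBFb-SMMHC; some results filed as inactive read as strong as hits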
TbHK1 inh – Trypanosoma brucei hexokinase 1 inhibitors, primary screen, biochemical, G6PDH-coupled NADH absorbance, MLSCN library; 0.11% of 220,000 active; inhibition, % at 10 µM; recombinant TbHK1, G6PDH-coupled NADH A340;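 active = inhibition of 50% or more in the single-dose primary screen; inactive = inhibition below 50%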
Furin inhibitor – human furin inhibitors, primary screen, biochemical, fluorescence intensity. P09958. purified furin, fluorogenic substrate cleavage. inhibition, % at 30 µM. 0.061% of 220,000 active; in the data active = inhibition above about 25%; note: inactives centre near -15
Target sequence (P09958 108-714 limits assumed): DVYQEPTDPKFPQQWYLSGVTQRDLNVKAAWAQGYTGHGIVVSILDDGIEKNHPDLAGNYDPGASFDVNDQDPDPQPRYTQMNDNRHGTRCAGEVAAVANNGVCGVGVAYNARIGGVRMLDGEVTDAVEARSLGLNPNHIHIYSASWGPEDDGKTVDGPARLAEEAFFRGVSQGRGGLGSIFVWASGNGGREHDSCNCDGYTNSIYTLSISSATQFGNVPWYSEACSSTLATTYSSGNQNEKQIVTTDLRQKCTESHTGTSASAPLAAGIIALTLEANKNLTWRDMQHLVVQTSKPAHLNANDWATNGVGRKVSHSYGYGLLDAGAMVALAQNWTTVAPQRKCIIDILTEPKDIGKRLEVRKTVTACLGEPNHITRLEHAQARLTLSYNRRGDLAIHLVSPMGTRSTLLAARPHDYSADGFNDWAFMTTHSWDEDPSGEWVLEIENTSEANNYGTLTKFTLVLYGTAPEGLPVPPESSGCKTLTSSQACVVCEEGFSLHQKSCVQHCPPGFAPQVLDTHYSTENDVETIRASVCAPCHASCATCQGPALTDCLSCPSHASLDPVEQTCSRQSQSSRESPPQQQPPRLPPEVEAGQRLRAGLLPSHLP
RBBP9 inhibitor – human RBBP9 inhibitors, primary screen, biochemical, fluorescence polarization, FP-Rh probe, HTS. Serine hydrolase RBBP9 (Homo sapiens), O75884. recombinant RBBP9. inhibition, % at 7.94 µM. 0.2% of 220,000 active;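 active = inhibition above the campaign mean of all tested compounds plus 3 SD, cut at about 14% in these data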;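 note: plate controls were DMSO wells with RBBP9 for no effect and wells lacking RBBP9 protein for full effect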
Target sequence (O75884 whole entry, looked up): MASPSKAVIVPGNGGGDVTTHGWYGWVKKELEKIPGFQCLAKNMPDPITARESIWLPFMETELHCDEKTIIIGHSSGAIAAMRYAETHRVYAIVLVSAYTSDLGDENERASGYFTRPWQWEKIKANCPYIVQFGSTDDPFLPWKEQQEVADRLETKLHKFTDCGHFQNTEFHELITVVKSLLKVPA
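System: RBBP9 protein / Quantity: 2.5 µM RBBP9 dispensing solution, before mixing / Also added: Serine-hydrolase probe FP-Rh, 375 nM pre-mixing / Dosing: 7.94 µM single dose, 0.794% DMSO / Timing: enzyme-compound preincubation 30 min, then probe labeling 45 min, 25 °C / Signal: FP readout at 525/598 nm / Controls: DMSO-treated enzyme wells and wells lacking RBBP9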
p97 inhibitor – inhibitors of human p97 ATPase, primary screen, biochemical. 0.42% of 220,000 active. recombinant p97 ATPase, Kinase-Glo ATP luminescence, 3 h. inhibition, % at 8 µM. Transitional endoplasmic reticulum ATPase (Homo sapiens), P55072; in the data active = inhibition above about 15%;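 note: 0% = DMSO vehicle and 100% = wells lacking enzyme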
Runt-CBFb FRET – inhibitors of RUNX1 Runt–CBFb binding, primary screen, biochemical, FRET, Cerulean-Runt, Venus-CBFb, uHTS. Runt-related transcription factor 1 (Homo sapiens) + Core-binding factor subunit beta …. Cerulean-Runt/Venus-CBFb FRET ratio 530/480, 1 h. inhibition, % at 20 µM. 0.46% of 220,000 active;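 active = inhibition over about 50% at 20 µM in the single-dose screen, limit read from the data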;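 note: 0% = DMSO wells and 100% = excess unlabeled CBFb competitor control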
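Schedule: protein complex preformed 1 h, compound exposure 1 h, room temperature, dark; test system: Cerulean-labeled Runt domain protein; amount: 100 nM per protein; buffer or medium: Tris 50 mM pH 7.5, KCl, K2SO4, 0.01% BSA; read-out: loss of energy transfer signal; detection: FRET fluorescence; controls: 5 µM unlabeled CBFb as full-inhibition high control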
EBV gp42 block – Epstein-Barr virus gp42 inhibitors, primary screen, biochemical, uHTS, fluorescence polarization. 0.42% of 220,000 active. Fluorescence polarization binding assay, mP read-out. inhibition, % (tested at 21.74 µM). AID 1085, 2008; in the data active = inhibition above about 50%
An asterisk follows results filed as active; . = no result given; [ ] = remark or other dose.

Calpain2 inh,p47phox inh,Runt-SMMHC FRET,Molecule,TbHK1 inh,Furin inhibitor,RBBP9 inhibitor,p97 inhibitor,Runt-CBFb FRET,EBV gp42 block
16.7,-1.9,0.3,O=C(NCc1ccccc1)C1=C[C@@H](c2coc3ccccc3c2=O)C[C@@H](OCCCCO)O1,-1.2,-18.1,-9.4,0.1,2.7,-4.8
-12.4,-8.6,8.7,CN1CC(=O)N(CC(=O)N2N=C(c3ccc(Cl)cc3)CC2c2ccco2)C1=O (centres undefined),4.5,-12.1,-5.7,4.3,10.6,-10.1
-17.0,-9.2,5.8,CCOCC(=O)Nc1cc(C(=O)NCCC(C)C)ccc1Cl,1.1,-25.7,-4.6,2.6,-2.6,-26.8
-33.9,2.8,-0.2,O=C(CCN1C(=O)C2C3C=CC(C3)C2C1=O)Nc1ccc2ncccc2c1 (centres undefined),-3.2,17.1[20 µM],-6.8,2.1,-3.1,-11.8
-60.7,15.6,-2.5,Cc1ccc(-c2nc3ncccc3o2)cc1NC(=O)c1sc2ccccc2c1Cl,-22.4,-20.7,-7.8,6.4,0.4,-12.5
-15.4,3.8,-18.6,CN(C)C(=O)c1ccc(-n2cccn2)nc1,-0.8,-30.9,-0.3,2.1,-1.2,-5.2
18.8,-15.2,2.6,CC(C)CC1CC(=O)OC1(C)C(=O)CSc1nc2ccccc2s1 (centres undefined),5.8,-20.2[20 µM],-0.8,1.5,-4.1,-0.9
-6.6,11.6,-0.8,Nc1nc(O)c(CC(=O)O)s1,0.4,-22.5,0.1,4.6,-2.2,14.0
-14.3,-69.0,0.8,Cc1ccccc1N1C(=O)CSC1=C(C#N)C#N,-9.3,-21.1,-13.3,3.3,1.7,-26.9
-133.1,-3.0,-2.3,COc1ccc(-c2cc(OC)c3ccccc3n2)cc1,-11.1,-183.6,-7.2,-5.7,-5.0,11.8
36.4,0.3,-2.2,CN(C)/C=C1\C(=O)NN=C1c1ccccc1,3.0,7.6,-4.7,-0.7,0.5,-11.7
-2.8,-2.4,2.7,Cc1[nH]c(=O)[nH]c1C(=O)CCCCC(=O)O,-1.0,-24.7,-4.1,4.2,0.1,-22.9

Compound profiles (already shown). Order of values: Calpain2 inh	p47phox inh	Runt-SMMHC FRET	TbHK1 inh	Furin inhibitor	RBBP9 inhibitor	p97 inhibitor	Runt-CBFb FRET	EBV gp42 block
`CN1CC(=O)N(CC(=O)N2N=C(c3ccc(Cl)cc3)CC2c2ccco2)C1=O` (centres undefined) is listed as -12.4	-8.6	8.7	4.5	-12.1	-5.7	4.3	10.6	-10.1
`O=C(NCc1ccccc1)C1=C[C@@H](c2coc3ccccc3c2=O)C[C@@H](OCCCCO)O1` is listed as 16.7	-1.9	0.3	-1.2	-18.1	-9.4	0.1	2.7	-4.8
`Nc1nc(O)c(CC(=O)O)s1` is listed as -6.6	11.6	-0.8	0.4	-22.5	0.1	4.6	-2.2	14.0

(further entries)
Calpain2 inh,p47phox inh,Runt-SMMHC FRET,Molecule,TbHK1 inh,Furin inhibitor,RBBP9 inhibitor,p97 inhibitor,Runt-CBFb FRET,EBV gp42 block
-6.5,-14.9,-0.2,CCN(CC)CCn1c(NCc2ccc(OC)cc2)nc2ccccc21,5.7,0.0[20 µM],2.2,-2.3,0.3,-3.7
8.9,8.6,-3.5,Nc1cc(=O)[nH]c(SCC(=O)N2CCCc3ccccc32)n1,-1.4,-18.3[20 µM],-1.3,6.3,-2.6,-2.7
24.2,7.2,-1.6,O=C1CSC(c2cccc([N+](=O)[O-])c2)N1c1ccccc1F (centres undefined),2.4,-17.0,-13.1,0.8,1.1,4.7
-24.4,-7.0,1.5,COCCn1c(C)cc(C(=O)CN2CCCCC2)c1C,-7.5,-25.7,-7.0,2.6,-1.2,-10.0
.,.,.,CCNCCNc1ccc(Cl)cc1[N+](=O)[O-],1.0,3.1[20 µM],-12.1,-8.8,.,.
-77.7,-9.5,-0.8,O=C(c1cnn2c(C(F)(F)F)cc(-c3ccc(Br)cc3)nc12)N1CCOCC1,-0.2,-17.0,-3.2,-0.9,-1.1,-26.3
-0.5,-5.0,1.1,COc1ccc(N(CC(=O)N/N=C/c2ccco2)S(=O)(=O)c2ccccc2)cc1Cl,-2.3,-24.4,-9.9,2.8,0.6,-4.6
-11.5,-5.1,-0.6,CCCCC(=O)Nc1nnnn1CCC,-1.2,-22.7,-1.2,2.6,1.4,-4.4
-14.7,-15.8,11.3,Cc1cccc2cc(CN(Cc3ccco3)C(=O)c3cccs3)c(=O)[nH]c12,1.5,-13.0[20 µM],-3.1,-2.7,9.3,-14.9
-4.0,0.6,-1.3,O=C(c1ccccc1)c1ccc2c(c1)OCCOCCOCCO2,3.9,-13.9,-6.9,-2.9,0.0,4.2
-5.7,4.4,-3.2,Cc1nn(C)c(Cl)c1CN1CCN(CCC(C)C)C(CCO)C1 (centres undefined),-10.8,-6.3,-1.2,4.3,2.0,-5.2
12.2,-3.2,1.3,CN(C)S(=O)(=O)c1ccc(S(=O)(=O)N2CCCC2)cc1,-4.5,-13.3[20 µM],1.9,3.7,-1.2,2.8
-349.4,-125.7,27.5,Cc1ccc(S(=O)(=O)c2c(N)n(/N=C/c3ccco3)c3nc4ccccc4nc23)cc1C,-9.9,-2.2,-5.3,-1.3,4.8,0.3
-33.8,0.7,-6.6,COC(=O)c1nn(-c2nc(-c3cccc(OC)c3)cc(C(F)(F)F)n2)cc1[N+](=O)[O-],-9.0,-32.8,3.7,6.8,-2.8,-20.0
-42.6,-18.2,-0.1,O=C(Nc1ccccc1Oc1ccccc1)c1cnccn1,-3.5,-11.3[20 µM],-2.3,-5.6,-1.7,-5.3
-42.8,-23.9,-13.5,COc1ccc(/C=C(\C#N)C(=O)Nc2cc(S(=O)(=O)N3CCCCC3)ccc2N2CCCCC2)cc1,-27.3,5.2,-2.9,3.8,-4.7,3.4
-8.8,-5.3,-1.6,Cc1cc(-c2c(C(=O)N3CCOCC3)c(C)nn2-c2cccc(C(F)(F)F)c2)no1,7.2,-27.5,-5.8,-3.4,-3.4,-7.0
-40.7,-2.0,0.9,CCOC(=O)c1c(C)c(C(=O)NCc2ccc3c(c2)OCO3)c(C)n1C,6.3,3.3,-12.4,-7.4,1.8,2.5
12.4,-11.5,-2.0,COc1ccc(C(CC(=O)Nc2cc([N+](=O)[O-])ccc2OC)c2ccccc2)cc1 (centres undefined),-4.6,-18.0,-6.2,-3.6,0.2,-11.5
12.5,-6.1,-0.4,COc1ccccc1CNC(=O)[C@@H]1CCCN1S(=O)(=O)c1ccc(C)cc1,-2.0,-10.7,-0.5,1.7,0.9,-11.7
-0.3,-17.9,-1.3,CCCc1nnc(NC(=O)c2ccncc2)s1,-14.5,-24.8,-5.6,1.7,-0.9,-31.3
-1.9,6.5,2.5,CC(=O)c1c(C)oc2ccc(NS(=O)(=O)c3cccs3)cc12,-2.0,-22.7,0.7,5.3,-1.0,-5.0
74.8*,-13.8,0.5,c1ccc2c(C3=NNC(=NC4CCCCC4)SC3)c[nH]c2c1,-13.8,8.3,-1.9,0.4,4.9,-1.1
17.5,-5.1,-0.4,COC(C(=O)Nc1ccc(F)cc1)c1ccccc1 (centres undefined),-2.1,-11.3[20 µM],11.0,-1.2,1.7,-6.2
11.7,-15.8,-1.4,CCOC(=O)c1c(-n2cccc2)sc2c1CCCC2=O,16.2,-5.5,-7.3,2.9,-0.7,-18.0
-7.2,9.0,-6.5,COc1ccc(C(=O)NNC(=S)NC2CCCCC2)cc1OC,-3.6,-20.2[20 µM],-8.9,3.5,1.9,-18.4
8.9,27.4,-4.5,CCOC(=O)C1CCN(c2nnc(N3CCCC3=O)s2)CC1,3.9,-6.9,-4.4,0.2,-0.2,-17.2
17.3,6.6,-3.1,CCCCn1cnc2c1c(=O)n(C)c(=O)n2C,-0.4,-27.3[20 µM],-4.3,0.2,1.8,-15.2
-7.3,-6.5,-4.2,O=c1sc2ccccc2c(=O)n1Cc1ccccc1F,-1.6,-16.1,-4.8,2.0,0.0,-8.7
-2.8,-2.1,-8.0,O=C(O)C1CCCCC1C(=O)Nc1cccc(Cl)c1Cl (centres undefined),-3.1,-19.6[20 µM],-3.6,5.3,-2.3,-14.7
-8.5,1.0,1.3,Cc1ccc(S(=O)(=O)N2CCCC(c3nc(-c4ccc(C)o4)no3)C2)cc1 (centres undefined),-4.1,-14.9[20 µM],-0.7,2.1,3.2,-7.8
6.5,3.9,5.2,COCCNC(=O)c1cc(C(=O)CC(C)C)c[nH]1,3.0,-16.8,-14.3,-2.8,-0.7,10.3
-21.8,-13.0,-4.7,COc1cccc(CN2CCN(Cc3ccc4c(c3)OCCO4)CC2CCO)c1 (centres undefined),3.1,-13.1,-1.2,3.0,2.2,-12.5
-10.4,-49.9,-3.0,Cc1ccc(CN(Cc2cc3cc(C)ccc3[nH]c2=O)C(=O)N2CCOCC2)cc1,-8.6,-11.6,-9.8,-5.2,-2.1,2.6
-170.5,2.5,-4.2,CC1(C)C(=O)Nc2ccccc2N1C(=O)CN1C(=O)NC(CCc2ccccc2)C1=O (centres undefined),-8.2,-29.9,-3.2,2.7,1.4,-13.1
-6.1,-4.2,-4.5,CC(C)CCOc1ccccc1C(N)=O,0.3,-28.1,2.5,3.5,1.0,-24.8
-19.6,-4.7,0.6,Cc1cc(NC(=O)NN2CCOCC2)nn1-c1c(Cl)cc(Cl)cc1Cl,-9.2,-11.4,-5.0,3.6,-0.5,1.7
-72.9,-10.9,1.5,Cc1nc2ccccn2c1C(=O)N/N=C/c1cc(C)n(-c2ccc(Br)cc2)c1C,-45.1,-15.7[20 µM],-4.5,0.1,-0.6,-4.7
